TEAD-YAP block: TEAD-YAP interaction inhibition, primary screen, TEAD-YAP interaction inhibitor project, luminescence, HEK-TIYL cells. AID 1259422, 2018. TEAD-Gal4/YAP UAS-luciferase luminescence. inhibition, % at 9.12 µM. 640,000 compounds, 1.4% hits; in the data active = inhibition above about 32%;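 also: 0% = median of test compound wells and 100% = reference inhibitor wells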
GPR151 ag: activators of human GPR151, primary screen, cell-based, PathHunter beta-arrestin, luminescence; PathHunter beta-arrestin GPR151 cells; activation, % at 11.2 µM; 650,000 compounds, 1% hits; AID 1508602, 2020; in the data active = activation above about 4.9%;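 also: 0% = median of compound wells and 100% = cells with positive control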
Target sequence (Q8TDV0 whole entry, looked up): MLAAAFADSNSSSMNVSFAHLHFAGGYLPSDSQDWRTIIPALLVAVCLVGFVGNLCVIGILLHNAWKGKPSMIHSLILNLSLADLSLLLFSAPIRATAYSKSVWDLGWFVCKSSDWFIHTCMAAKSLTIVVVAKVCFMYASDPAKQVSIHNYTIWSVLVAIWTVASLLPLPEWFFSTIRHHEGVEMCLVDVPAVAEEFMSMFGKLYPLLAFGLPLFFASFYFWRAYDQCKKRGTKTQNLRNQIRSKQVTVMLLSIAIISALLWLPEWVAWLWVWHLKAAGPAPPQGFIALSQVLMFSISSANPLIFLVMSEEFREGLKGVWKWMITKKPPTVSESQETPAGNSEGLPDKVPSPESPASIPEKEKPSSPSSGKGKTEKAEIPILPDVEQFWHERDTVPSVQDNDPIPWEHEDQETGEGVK
FBW7 act: FBW7 E3 ligase activators, primary screen, biochemical, AlphaScreen, human; F-box/WD repeat-containing protein 7 (Homo sapiens), Q969H0; AlphaScreen FBW7–phospho-cyclin E peptide binding, activator screen; normalized activity (activation), % at 26.1 µM; 650,000 compounds, 0.13% hits; AID 1259310, 2017; in the data active = normalized activity above about 1.9%;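 also: purified mutant Fbw7 with reduced substrate affinity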
Target sequence (Q969H0 whole entry, looked up): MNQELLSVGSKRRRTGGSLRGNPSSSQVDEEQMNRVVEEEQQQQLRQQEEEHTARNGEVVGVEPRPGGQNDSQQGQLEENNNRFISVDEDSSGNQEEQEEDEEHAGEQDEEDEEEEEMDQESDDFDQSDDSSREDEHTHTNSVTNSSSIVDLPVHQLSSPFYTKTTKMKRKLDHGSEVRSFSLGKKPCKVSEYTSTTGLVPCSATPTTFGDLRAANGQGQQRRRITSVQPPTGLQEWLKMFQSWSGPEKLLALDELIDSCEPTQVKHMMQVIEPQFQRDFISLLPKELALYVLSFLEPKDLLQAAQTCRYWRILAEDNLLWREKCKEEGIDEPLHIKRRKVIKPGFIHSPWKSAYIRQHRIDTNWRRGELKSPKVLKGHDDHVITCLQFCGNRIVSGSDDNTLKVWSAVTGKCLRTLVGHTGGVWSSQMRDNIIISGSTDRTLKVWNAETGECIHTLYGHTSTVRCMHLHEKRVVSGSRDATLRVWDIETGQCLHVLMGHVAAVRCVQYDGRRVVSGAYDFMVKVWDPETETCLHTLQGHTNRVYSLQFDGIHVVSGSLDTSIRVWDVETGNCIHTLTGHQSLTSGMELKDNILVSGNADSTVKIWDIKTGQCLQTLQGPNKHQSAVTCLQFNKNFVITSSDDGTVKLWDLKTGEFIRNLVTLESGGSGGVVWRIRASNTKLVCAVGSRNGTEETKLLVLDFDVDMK
MITF primary: MITF inhibitors, primary screen, biochemical, AlphaScreen, human | AlphaScreen MITF homodimerization, bead proximity signal | AID 1259374, 2018 | Microphthalmia-associated transcription factor (Homo sapiens), O75030 | inhibition, % at 2.6 µM | 650,000 compounds, 0.91% hits; in the data active = inhibition above about 50%;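 also: 0% = vehicle wells with protein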
* hit, by the source's call; & = joins results of further samples. Rows were taken by chance; 3.4% or so of the library scored in one or more.

The opening four entries as a preview:
SMILES | TEAD-YAP block | GPR151 ag | FBW7 act | MITF primary
CC(C)n1c(Nc2ccc(N3CCOCC3)cc2)nc2c(NCCCN3CCCC3=O)ncnc21 | -3 | 2.4 | 0.0 | 1
CCOc1ccc(NC(=O)Cn2nnc(S(=O)(=O)c3ccc(C)c(C)c3)c2N)cc1 | 5 | 1.1 | -0.1 | -22
CC(=O)c1ccc(NC(=O)CSc2ccc3ccccc3n2)cc1 | 0 | 0.3 | 0.0 | 14
O=C(N/N=C/c1cccc2ccccc12)c1cccs1 | -58 | -0.9 | 0.0 | 16

The listing (from the top)
SMILES | TEAD-YAP block | GPR151 ag | FBW7 act | MITF primary
CC(C)n1c(Nc2ccc(N3CCOCC3)cc2)nc2c(NCCCN3CCCC3=O)ncnc21 | -3 | 2.4 | 0.0 | 1
CCOc1ccc(NC(=O)Cn2nnc(S(=O)(=O)c3ccc(C)c(C)c3)c2N)cc1 | 5 | 1.1 | -0.1 | -22
CC(=O)c1ccc(NC(=O)CSc2ccc3ccccc3n2)cc1 | 0 | 0.3 | 0.0 | 14
O=C(N/N=C/c1cccc2ccccc12)c1cccs1 | -58 | -0.9 | 0.0 | 16
N#Cc1ccsc1NC(=O)COC(=O)c1cc2ccccc2cc1O | -34 | -7.5 | 0.2 | 4
CCOc1cccc2c(=O)c(C(=O)O)c[nH]c12 | -15 | -0.2 | 0.0 | 3
CCOC(=O)C1=C(C)N=c2s/c(=C\c3cc(I)c(OC)c(OC)c3)c(=O)n2C1c1ccc(N(C)C)cc1 (stereo not given) | -1 | 0.0 | -0.1 | 13
NNC(=O)c1ccc(OCc2ccccc2Br)cc1 | 11 | -0.3 | -0.1 | 6
COC(=O)c1cnn2c(C(F)(F)F)cc(-c3ccc(C)cc3)nc12 | -10 | 0.2 | 0.3 | -4
NC(=O)C[C@H](NC(=O)c1ccc(Cl)cc1)C(=O)OCc1c(Cl)cccc1Cl | 13 | 0.6 | -0.1 | -11
COc1ccc(-n2nc(C(=O)NCC(=O)Nc3cccc(NC(C)=O)c3)c3ccccc3c2=O)cc1 | 14 | 1.0 | 0.3 | 6
CCCn1c(=N)n(CCO)c2ccccc21 | 4 | -0.8 | 0.1 | 11
COCCNC(=O)/C(=C/c1ccccc1F)NC(=O)c1ccccc1 | 2 | 0.8 | -0.1 | 6
Cc1ccccc1OCCCC(=O)Nc1ccc(S(=O)(=O)Nc2nccs2)cc1 | 2 | 0.1 | 0.1 | -2
O=C(c1ccc2c(=O)n(Cc3ccc4c(c3)OCO4)c(=S)[nH]c2c1)N1CCC(N2CCCCC2)CC1 | -1 | -0.6 | 0.6 | 9
O=C(CSc1nc2sc3c(c2c(=O)n1-c1ccccc1)CCCC3)c1cc(Cl)sc1Cl | -1 | 0.5 | -0.1 | -2
O=C(NNC1=C(C(=O)C(F)(F)F)CCC1)c1ccc(Br)cc1 | -11 | 4.9 | -0.1 | -17
CCOC(=O)c1ccc(NC(=O)CSc2nc3ccsc3c(=O)n2-c2ccc(Br)cc2)cc1 | 15 | 4.5 | -0.4 | -4
Cn1c(=O)n(C)c2cc(C(=O)NC3(c4ccc5c(c4)OCO5)CCCC3)ccc21 | 2 | -0.3 | 0.0 | 15
O=C1CCC(C(=O)NNC(=O)CSc2ccccc2F)=NN1 | 7 | -0.9 | 0.0 | -6

In another format: 2 of the compounds above.
smiles: O=C1CCC(C(=O)NNC(=O)CSc2ccccc2F)=NN1
- TEAD-YAP block = 7
- GPR151 ag = -0.9
- FBW7 act = 0.0
- MITF primary = -6

smiles: CCOC(=O)C1=C(C)N=c2s/c(=C\c3cc(I)c(OC)c(OC)c3)c(=O)n2C1c1ccc(N(C)C)cc1 (stereo not given)
- TEAD-YAP block = -1
- GPR151 ag = 0.0
- FBW7 act = -0.1
- MITF primary = 13

(cont.)
SMILES | TEAD-YAP block | GPR151 ag | FBW7 act | MITF primary
CSc1ccc(S(=O)(=O)NCCOC23CC4CC(CC(C4)C2)C3)cc1 | 4 | 3.4 | -0.1 | 5
Brc1ccc(-c2csc(Nc3ncccn3)n2)cc1 | -44 | 2.9 | -0.1 | 9
C=CCc1ccccc1OCCOc1ccc(/C=C2/C(=N)N3N=C(CCCC)SC3=NC2=O)cc1OC | 11 | 0.0 | -0.2 | -1
CC(=O)c1sc(N/N=C\c2ccccc2O)nc1C | -4 | -1.4 | -1.5 | 1
COCCn1c(CCC(=O)NC2CCCC2)nc2cccnc21 | 9 | 2.9 | 0.3 | 4
Cc1ccccc1Cn1c(NCCc2ccccc2)nc2c1c(=O)n(C)c(=O)n2C | -4 | 1.4 | 0.2 | -4
N#CC1=C(N)C(C#N)(C#N)C(c2ccncc2)C2CN(C(=O)OCc3ccccc3)CC=C12 (stereo not given) | 2 | 0.4 | 0.1 | 2
N[C@H](C(=O)O)[C@H](O)C(=O)O | 5&4 | -1.0&-0.3&-1.9 | 0.0&0.1&0.2 | 41&8&15
Cc1ccc(N2C(=NC(=O)C(C)C)SC3CS(=O)(=O)CC32)cc1Cl (stereo not given) | -1 | -0.9 | -0.2 | 3
COCC(C)n1c(C)cc(C(=O)COC(=O)/C=C/c2cccc(F)c2)c1C (stereo not given) | 6 | 1.0 | -0.2 | -2
c1ccc(-c2nc(NCCCn3ccnc3)cc(-c3ccncc3)n2)nc1 | 6 | -0.9 | -0.8 | 26
COc1ccccc1C(=O)N1CCCN(c2nc3cc(C)c(C)cc3cc2C#N)CC1 | -9 | 1.4 | 0.1 | -15
O=S(=O)(c1ccccc1Cl)N1CCC2(CC1)Nc1ccccc1-n1cccc12 | -5 | 0.0 | -0.2 | -6
Cc1c(C(=O)NCc2ccccc2Cl)sc2ncnc(N3CCOCC3)c12 | -13 | 0.1 | 0.0 | -2
CCN1CCC(NCC(O)COCc2ccc(Cl)cc2)CC1 (stereo not given) | -9 | 1.2 | -0.1 | 25
COc1ccc(CCNC(=O)c2cncc(-c3c(C)noc3C)c2)cc1 | -6 | -0.6 | -0.2 | 1
O=C(Oc1ccc(Cl)cc1)N1CCN2C(=O)[C@H]3CCCN3C(=O)[C@H]2C1 | -1 | -0.1 | 0.1 | 10
CC/C(=C/C(=O)c1ccncc1)Nc1ccc(Br)cc1 | 13 | 2.0 | 0.1 | 15
CC(C)N1CCN(Cc2ccc(OCC(O)CN(C)Cc3ccccc3)cc2)CC1 (stereo not given) | -8 | 0.1 | -0.1 | -1
Cn1cc(-c2nc(Nc3ccc(-n4cnc(N5CCOCC5)n4)cc3)ncc2Br)cn1 | 4 | -0.5 | -0.1 | 57*
COC(=O)c1c(C)oc2ccc(N(C(C)=O)S(=O)(=O)c3ccc(F)cc3C)cc12 | 1 | -2.2 | 0.1 | -11
COCc1cc(C)nc2sc3c(nc(-c4ccc(Br)cc4)c4sc5nc(C)cc(COC)c5c43)c12 | -19 | -1.4 | 0.1 | 1
CCC(C)NS(=O)(=O)c1ccc(NS(=O)(=O)c2ccc(F)cc2)cc1 (stereo not given) | -6 | 0.0 | -0.3 | -12
S=c1nc2c(n[nH]1)Sc1ccccc1N2 | -11 | -0.7 | -0.1 | -21
CCN1C(=O)/C(=c2\sc3nc(-c4ccccc4OC)nn3c2=O)c2ccccc21 | -6 | 0.3 | -0.1 | 12
COc1cc(Br)ccc1OCC(=O)N/N=C/c1cccs1 | -29 | 2.0 | 0.1 | -4
CCC(=O)N1c2ccccc2-c2nnc(SC)nc2OC1c1c(C)nn(-c2ccccc2)c1Cl (stereo not given) | -4 | 0.7 | -0.2 | -12
CC1CCN(C(=O)C2CCN(Cc3cccnc3)CC2)CC1 | 6 | 0.4 | -0.1 | 35
CC(C)N(C)C1CCN(C(=O)Nc2ccc(Cl)c(Cl)c2)CC1 | -17 | 0.2 | -0.2 | -3
C=CCN1CCN(C(CC(C)C)c2nnnn2Cc2cccs2)CC1 (stereo not given) | -2 | -0.6 | 0.0 | 9
CCn1c(=O)n(CC(=O)NC2CC2)c2cccnc21 | -3 | 0.3 | 0.0 | -11
O=C(CCCN1C(=O)CCC1=O)Nc1cccc(C(F)(F)F)c1 | 11 | 0.2 | -0.1 | -9
Cc1cccc(Cn2c(C(=O)O)c(CNC3CCCC(C)C3C)c3ccccc32)c1 (stereo not given) | 4 | -0.3 | -0.2 | 2
COc1ccc(CN2CN(CCN3CCOCC3)CSC2=S)cc1 | 2 | -0.4 | 0.0 | 0
O=C(Nc1cccc(Cl)c1N1CCCC1)c1ccccc1[N+](=O)[O-] | 9 | -0.7 | 0.0 | 20
O=C1CC(N2CCN(c3ccccc3)CC2)C(=O)N1C1CCCCC1 (stereo not given) | -5 | 1.6 | -0.4 | -2
CCCCOC(=O)Nc1ccc(S(=O)(=O)Nc2cccc([N+](=O)[O-])c2)cc1 | -6 | 5.3* | -0.1 | -1
N#Cc1ccc(NS(=O)(=O)c2cc(C(=O)Nc3ccccc3)ccc2Br)cc1 | 8 | -0.4 | -0.1 | -14
CC12CCC(C(=O)N(CC#N)CC#N)(C(=O)C1=O)C2(C)C (stereo not given) | 2 | -0.6 | 0.5 | -8
OCC1C2c3ccccc3C(c3ccccc32)C1CO (stereo not given) | 12 | -0.1 | 0.2 | 5
CN(Cc1ccc2c(c1)OCO2)Cc1nnc(SCc2ccncc2)n1C | -11 | -0.6 | 0.2 | -15
COc1cccc(-n2c(COc3cccc4ccccc34)nnc2SCC(N)=O)c1 | 1 | -0.3 | -0.1 | -5
COc1cc(OC)cc(C(=O)NC(=S)NCCc2ccccc2)c1 | 9 | -1.1 | 0.1 | 4
N#Cc1c(-c2ccc(Cl)cc2)cc(C2CC2)nc1SCC(N)=O | 10 | -1.0 | 0.0 | 10
Cc1ccc(CCC(=O)Nc2cc(Cl)cc(Cl)c2)o1 | 9 | 1.6 | -0.1 | 3
Fc1ccccc1C1CN(C2CCOCC2)Cc2ccccc2O1 (stereo not given) | 1 | 2.5 | -0.1 | 8
COC(=O)c1sc(S(=O)(=O)Nc2ccc3cn[nH]c3c2)c(C(=O)OC)c1C | 1 | 2.9 | 0.0 | 8
COc1cccc(CNC(=O)CNS(=O)(=O)c2cccc3nonc23)c1 | 0 | -0.3 | -0.1 | -13
CN(C)CCOc1cc(-c2ccnc(N)n2)ccc1NC(=O)[C@H]1Cc2ccccc2CN1 | 14 | -0.4 | -0.1 | 10
COc1ccc(C)cc1NC(=O)CN1CCN(S(=O)(=O)c2ccc(F)cc2)CC1 | -19 | 0.5 | 0.2 | 6
COc1cc(-c2[nH]nc3c2C(c2cn[nH]c2-c2ccc(F)cc2)C(C#N)=C(N)O3)cc(OC)c1OC (stereo not given) | -14 | 0.4 | -0.5 | 1
O=C(Cc1ccccc1)Nc1ccccc1N1CCCC1 | -4 | -0.4 | -0.2 | 0
CCc1ccc(-n2nnnc2/C=C/Nc2ccccc2C(=O)O)cc1 | 7 | -2.0 | 0.2 | 6
O=C(CCn1cnc2ccccc2c1=O)N1CCN(Cc2csc(-c3ccccc3)n2)CC1 | 21 | -0.3 | -0.1 | -4
Cc1nn(CC(=O)Nc2cccc(O)c2)c(=O)c2ccccc12 | -4 | 0.3 | 1.4 | 18
CC(C)(C)NC(=O)NC(=O)Cn1cc(C(F)(F)F)ccc1=O | 8 | 1.9 | -0.1 | -3
CCCCNC(=O)NCc1ccc(Cl)cc1 | -13 | -2.3 | -0.2 | 1
CCc1ccc(CNC(=O)C(=O)NC(C)c2ccccc2)cc1 (stereo not given) | 2 | 0.6 | 0.1 | -1
Cc1ccc(Nc2ncnc3sc4c(c23)CCCC4)cc1C | -4 | 0.3 | 0.1 | -5
NC(CO)C(=O)N/N=C/c1ccc(O)c(O)c1O (stereo not given) | -5 | -0.4 | -0.9 | 96*
Additional compounds
SMILES | TEAD-YAP block | GPR151 ag | FBW7 act | MITF primary
CCCCN(CC)C(=O)CNC(=S)N(CCCN1CCOCC1)Cc1cccs1 | -7 | 1.6 | -0.1 | -9
CCCCCCc1cc2c(-c3ccccc3)cc(=O)oc2cc1OCc1cc(C(=O)OC)oc1C | 6 | 4.3 | -0.1 | 18
CCN(CC)c1ccc2cc(/C(C)=N/O)c(=O)oc2c1 | -46 | 0.2 | 0.1 | 9
CC(=O)N1CCc2c(sc(NC(=O)c3ccc(C(C)(C)C)cc3)c2C(N)=O)C1 | 2 | 0.2 | -0.1 | 0
CNC(=O)c1ncccc1Nc1cc(Nc2ccc(N3CCOCC3)cc2OC)ncc1C(F)(F)F | -12 | 0.1 | -0.2 | 4
COc1ccc2ccc(OC)c(/C=N/n3cnnc3)c2c1 | -4 | -1.3 | 0.0 | 8
O=C(NCCO)c1ccc(-c2nnc(N3CCOCC3)c3ccccc23)cc1 | 8 | 0.0 | 0.3 | 5
COc1cccc(C(=O)NCCNC(=O)c2ccco2)c1 | -1 | -0.2 | 0.2 | -18
COc1ccc(Nc2nc(NCCc3ccccn3)c3ncn(C(C)C)c3n2)cc1 | 17 | 3.7 | 0.0 | 1
Cc1cc(C)c(NC(=O)CSc2ncnc3c2oc2ccccc23)c(C)c1 | -1 | 1.1 | 0.2 | -2
Cc1nc2cc(-c3ccc(Cl)cc3)[nH]n2c1C(=O)O | -25 | -0.4 | 0.0 | 2
COC(=O)c1cccc(-c2cnc(NC3CCC(O)CC3)c3nccn23)c1 (stereo not given) | 3 | -0.4 | 0.0 | 6
Cn1ncc2c(Nc3ccc(F)cc3)nc(N3CCN(c4ccccc4)CC3)nc21 | -5 | 1.2 | 0.1 | 0

Compound activity as filed in PubChem BioAssay.
